# Assay outcomes as filed in PubChem.
# Lipid storage S3 = qHTS Assay for Lipid Storage Modulators in Drosophila S3 Cells; Drosophila S3 cells, BODIPY lipid droplet fluorescence, 18-24 h; cells fed with added oleic acid; Potency in µM for hits, for the others lipid storage change, negative = inhibition, % at the top dose, mostly 46.1 µM; 0.64% of 320,000 active; active = well fitted inhibition curve with a large enough effect in the signal ratio, with a control signal flat, not every such curve was filed as active; inconclusive = small, poorly fitted or top-dose-only effect, or effect the other way, or a change in a side signal; the % refers to the signal ratio
#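 Drosophila S3 cells loaded with oleic acid (400 uM, as added) and compounds at several concentrations; lipid droplets imaged by 488-nm laser-scanning cytometry, 500–530 nm intensity and object ratio to cell channel. Percent activity normalized to 20 uM Triacsin C.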
# Lipid storage S3 cell count max = further read-out of Lipid storage S3, marked with its call; cell number change, %; measured here: cell count max response;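 cells counted by Cell Tracker Red CMTPX staining in the red channel; peak over a dose series mostly up to 46.1 µM; percent activity relative to internal control wells on each plate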
# Starred values were filed as active, the others as inactive; i = inactive; ? = inconclusive; / = not tested or not shown; [ ] = another dose, or the depositor's remark. % is set by controls: 0 for no effect and ±100 for the full control effect; potency is the fitted concentration of half-maximal effect. A portion of the library; the hit share may differ from the screen's.
# Results follow in this order: Lipid storage S3 cell count max	Lipid storage S3
- O=C(CCc1nnc(COc2ccccc2)o1)NCc1ccc(Cl)s1
  0	-17%
- FC(F)(F)c1ccc(N2CCN(c3ncnc4c3nnn4Cc3ccccc3Cl)CC2)cc1
  5	2%
- CCc1ccc(N(C(=O)c2ccoc2C)C(C(=O)NC2CCCC2)c2ccc(OC)cc2)cc1 (stereo not drawn)
  -20	11%
- CC(C)Cc1nnc(NC(=O)CCC(=O)N2CCN(S(=O)(=O)c3ccccc3)CC2)s1
  /	?
- CCN(C(=O)COC(=O)c1cc(Cl)ccc1OC)c1c(N)n(Cc2ccccc2)c(=O)[nH]c1=O
  /	?
- COc1ccc(CCNC(=O)C2CC(c3cc(C(F)(F)F)cc(C(F)(F)F)c3)=NO2)cc1 (stereo not drawn)
  -7	11%
- O=[N+]([O-])c1cccnc1S(=O)(=O)c1ccccc1
  /	?
- CCOC(=O)c1c(NC(=O)CN(CC)CC)sc2c1CCN(C(=O)OCC)C2
  /	?
- COc1c(C)cc(C(=O)C2CCCN(C(=O)c3cccc(F)c3)C2)cc1C (stereo not drawn)
  -6	-25%
- CCc1ccc(NCc2nc3ccccc3c(=O)[nH]2)cc1
  /	?

# Results follow in this order: Lipid storage S3 cell count max	Lipid storage S3
- N#Cc1nc(-c2ccccc2F)oc1NCc1ccccc1
  /	?
- N#C/C(=N/O)c1nc(-c2ccc(F)cc2)cs1
  /	?
- O=C(Cc1cccs1)Nc1nc(-c2ccc(F)cc2F)cs1
  /	?
- COc1ccc(C2C(C(C)=O)=C(O)C(=O)N2CCCn2ccnc2)cc1 (stereo not drawn)
  -10	9%
- CC1CCc2[nH]c3ccc(C(=O)NCC4CCCO4)cc3c2C1 (stereo not drawn)
  /	?
- CC1CCCC(NC(=O)COC(=O)Cc2cn3ccsc3n2)C1C (stereo not drawn)
  /	?
- Cc1ccc(NC(=O)CSc2nnc(-c3ccco3)n2N)cc1F
  7	-23%
- COc1ccc(C(=O)Nc2nc(C)c(C(C)=O)s2)cc1S(=O)(=O)N1CCOCC1
  /	?
- O=C(c1nn(Cc2ccccc2)c(=O)c2ccccc12)N1CCN(c2ccccn2)CC1
  /	?
- CC(=O)C1=C(O)C(=O)N(c2ccc(Br)cc2)C1c1ccc(Br)cc1 (stereo not drawn)
  /	?

# Results follow in this order: Lipid storage S3 cell count max	Lipid storage S3
- CC(=O)Nc1nc2ccc(C(=O)NC3CCCCC3)cc2s1
  /	?
- CC(=O)NCCC(=O)NCC1(N(C)Cc2ccccc2)Cc2ccccc2C1
  /	?
- COc1ccccc1NC(=S)N1CCNC(=O)C1CC(=O)Nc1cccc(C)c1 (stereo not drawn)
  0	27%
- O=C(CN1C(=O)C2C3c4ccccc4C(c4ccccc43)C2C1=O)N1CCOCC1 (stereo not drawn)
  10	6%
- CN1CCN(CCCNC(=O)Nc2ccc([N+](=O)[O-])cc2)CC1
  4	-5%
- COc1ccc(C2Nc3ccccc3C(=O)N2Cc2ccccc2)cc1COc1ccccn1 (stereo not drawn)
  -11	-9%
- Cc1nc2nc(C)c(CCC(=O)NCCC3=CCCCC3)c(C)n2n1
  /	?
- Cc1cc(Br)ccc1OCC(=O)NNC(=O)CCc1ccccc1
  /	?
- COCCn1nnnc1C(c1cc2cc(OC)c(OC)cc2[nH]c1=O)N1CCN(c2ccc(O)cc2)CC1 (stereo not drawn)
  10	-7%
- O=C(c1ccc(Cn2cc(Cl)c([N+](=O)[O-])n2)cc1)N1CCN(Cc2ccccc2)CC1
  2	-10%

# Results follow in this order: Lipid storage S3 cell count max	Lipid storage S3
- CCOC(=O)CSc1nc2cccnc2n1-c1ccc(F)cc1
  /	?
- C=CCOc1cccc(C2C(C(=O)c3ccc(C)o3)=C(O)C(=O)N2c2nccs2)c1 (stereo not drawn)
  -4	20%
- COc1ccc(N2CCN(C(=O)CC(C)S(=O)(=O)c3ccc4c(c3)NC(=O)CO4)CC2)cc1 (stereo not drawn)
  /	?
- OCC1(Cc2ccccc2)CCN(CCCC2CCCC2)CC1
  -3	13%
- COc1ccc(CCNC(=O)c2ccc(CNS(=O)(=O)c3cccc(Cl)c3)cc2)cc1OC
  /	?
- COCCNC(=O)c1ccc(CS(=O)(=O)c2c(Cl)cccc2Cl)o1
  /	9%
- O=C1OC2(CCCCC2)OC(=O)C1=CNc1ccc2c(c1)OCO2
  -10	-1%
- COc1cccc(NC(=O)COC(=O)CCOc2ccccc2OC)c1
  -2	-14%
- Cc1ccc2c(c1)-c1[nH]c(=S)ncc1CS2
  -1	16%
- Cc1ccc(NC(=O)C(C)OC(=O)/C=C/c2ccccc2)cc1S(=O)(=O)N1CCOCC1 (stereo not drawn)
  /	-13%[0.0737 µM]

# Results follow in this order: Lipid storage S3 cell count max	Lipid storage S3
- C/C(=N\Nc1nccnc1Cl)c1c(F)c(F)c(F)c(F)c1F
  /	?
- COCCNC(=O)C(c1cccs1)N(Cc1cccs1)C(=O)Cn1nnc2ccccc21 (stereo not drawn)
  -5	-1%
- O=C(NC(=S)Nc1ccc([N+](=O)[O-])cc1O)C1CCCCC1
  /	?
- O=C(CSCc1c(Cl)cccc1Cl)NN=C1CCCC1
  /	?
- CCc1ccc(NC(=O)Cc2ccc(OC)cc2)cc1
  /	?
- CC(=O)c1ccc(OCCCC(=O)Nc2cc(Cl)ccc2-n2cncn2)cc1
  -13	i
- COc1ccc(-n2nc(C(=O)NCC(=O)N3CCOCC3)c3ccccc3c2=O)cc1OC
  -24	i
- COc1cccc(/C=N/NC(=O)CNC(=O)COc2ccccc2)c1O
  3	7%
- Cc1ccnc(NS(=O)(=O)c2ccc3ccccc3c2)n1
  2	5%
- O=C(Nc1cccc(C(F)(F)F)c1)c1cccnc1N1CCN(CCO)CC1
  /	i

# Results follow in this order: Lipid storage S3 cell count max	Lipid storage S3
- COc1ccccc1CNC(=O)COC(=O)Cc1ccc(Cl)cc1
  /	?
- CCCCOC(=O)Cn1c(=N)n(CCN(CC)CC)c2ccccc21
  5	7%
- COc1ccc(OCC(O)CN2CCN(c3ncccn3)CC2)cc1 (stereo not drawn)
  -21	-12%
- COc1ccc(CNC(=O)C2CSC(=O)C2)cc1 (stereo not drawn)
  8	-1%
- CCCCCn1c(C)c2c(OCC)cccc(=O)c2c1C
  /	?
- Cc1cc(N2CCOCC2)nc(-c2ccc(Br)cc2)n1
  /	?
- Cc1ccccc1OCC(=O)N(Cc1cccc(F)c1)C1CCS(=O)(=O)C1 (stereo not drawn)
  14	-5%
- CCN(c1ccc(OC)cc1)S(=O)(=O)c1nnc(NC(=O)C2CCCCC2)s1
  /	i
- Cc1ccc2cc(/C=N/NC(=O)[C@H](C)NC(=O)OC(C)(C)C)c(Cl)nc2c1
  12	11%
- C/C=C/COC(=O)c1[nH]c2c(c1C)C(=O)CC(c1ccco1)C2 (stereo not drawn)
  -20	-10%

# Results follow in this order: Lipid storage S3 cell count max	Lipid storage S3
- CCc1ccc(C(=O)COC(=O)CNC(=O)c2ccco2)cc1
  /	?
- CCN(CC)CCSc1nc2ccc(OC)cc2[nH]1
  3	-2%
- Cc1nnc(SCC(=O)Nc2ccc3c(c2)OCO3)s1
  /	?
- CC(C)(C)CC(=O)Nc1nnc(SCC(=O)NC2CCCC2)s1
  12	i
- CN1CCN(C(=O)c2ccc(-c3cccs3)s2)CC1
  /	?
- O=CN1CCN(C(=O)c2cc3cc(Cl)ccc3[nH]2)CC1
  /	?
- COc1cc(C(CC(=O)N2CCOCC2)c2c(OC)cc(OC)c3ccc(=O)oc23)cc(OC)c1OC (stereo not drawn)
  17	9%
- O=C1NCCN1c1ccc(CN2CCN(C3CCCCC3)C(CCO)C2)cc1 (stereo not drawn)
  16	2%
- O=S(=O)(c1ccccc1)N1CCC(O)(CSc2ccccc2)CC1
  12	14%
- Cc1c(/C=C/C(=O)c2cccs2)cnn1C
  /	?

# Results follow in this order: Lipid storage S3 cell count max	Lipid storage S3
- COc1ccc(C(=O)NC(=S)Nc2cccc(S(=O)(=O)N3CCOCC3)c2)cc1
  /	?
- O=C(NCCC(=O)N1CCN(C(=O)c2ccco2)CC1)c1ccc(Br)cc1
  /	27%
- CCCCn1c(N)c(N(CC(C)C)C(=O)c2ccc(C)o2)c(=O)[nH]c1=O
  /	?
- CCOc1ccc(CN2CCNC(=O)C2CC(=O)NCCCOc2cccnc2)cc1 (stereo not drawn)
  20	i
- O=S(=O)(c1cccs1)N1CCN(S(=O)(=O)c2cccs2)CC1
  5	1%
- CCN(CC)S(=O)(=O)c1ccc(N2CCOCC2)c(NC(=O)C2CC2)c1
  /	?
- COc1ccc(CN2CCNC(=O)C2CC(=O)NCCc2cnccn2)cc1C (stereo not drawn)
  /	?
- O=C(c1cccc2ccccc12)N1CCN(c2ccccc2F)CC1
  /	?
- O=C(CSc1nnc(SCC(=O)c2ccco2)s1)c1ccco1
  -17	-15%
- CCOC(=O)C1CCCN(c2cc(=O)n(-c3ccccc3Cl)c(=O)[nH]2)C1 (stereo not drawn)
  /	i

# The list goes on, overlapping the part above by two compounds.
# Results follow in this order: Lipid storage S3 cell count max	Lipid storage S3
- O=C(CSc1nnc(SCC(=O)c2ccco2)s1)c1ccco1
  -17	-15%
- CCOC(=O)C1CCCN(c2cc(=O)n(-c3ccccc3Cl)c(=O)[nH]2)C1 (stereo not drawn)
  /	i
- CCOC(=O)C1=C(CNC(C)(C)CC(C)(C)C)NC(=O)NC1c1cccc([N+](=O)[O-])c1 (stereo not drawn)
  /	?
- CC(=O)Nc1ccc(NC(=O)CSc2nc3ccccc3nc2N2CCC(C)CC2)cc1
  /	?
- O=C(Nc1c(-c2ccccc2)nc2ccccn12)c1cccs1
  /	?
- CCCC(=O)NC(C)c1nc2ccccc2n1C(C)C (stereo not drawn)
  /	28%
- CN(C)c1ccc(/C=N/NC(=O)c2nnn(-c3nonc3N)c2CN(C)c2ccccc2)cc1
  24	i
- Cc1ccsc1/C=C/c1ccc2cccc(O)c2n1
  /	?
- CCOc1ccc(NC(=O)C(C)SC(N)=O)cc1 (stereo not drawn)
  1	-2%
- COc1ccc(CN(C)C(=O)C2CCN(C(=O)Nc3ccccc3)CC2)cc1OC
  7	3%
- Cc1ccc(C(=O)N/C(=C/c2ccc(-c3ccc(Br)cc3)o2)C(=O)NC2CCS(=O)(=O)C2)cc1 (stereo not drawn)
  /	?
- COc1ccc(S(=O)(=O)Nc2ccc(N(C)C(C)=O)cc2)cc1
  /	100%

# Results follow in this order: Lipid storage S3 cell count max	Lipid storage S3
- O=C1C(=O)N(Cc2ccccc2)C(c2cccc(O)c2)/C1=C(\O)c1ccc2c(c1)OCCO2 (stereo not drawn)
  /	?
- Cc1ccc(S(=O)(=O)N(C)C)cc1NC(=O)c1ccc2ccccc2n1
  1	3%
- COc1ccc(Oc2ccc(N/C=C/C(=O)C(C)(C)C)cc2)cc1
  /	?
- COc1ccc(-c2cc(C(=O)N3CCN(c4ccccc4O)CC3)c3ccccc3n2)cc1OC
  /	?
- Cc1ccc(CN2CCC(n3nccc3NC(=O)C3CCOC3)CC2)cc1C (stereo not drawn)
  /	?
- COc1ccc(NS(=O)(=O)c2ccc(N3CCCC3)c(N)c2)cc1
  /	?
- CCN1CCc2c(OCc3ccc(C(=O)OC)o3)cccc2C1=O
  /	-23%
- COc1ccc(NC(=O)NNC(=O)COc2cc(C)c(Cl)c(C)c2)c(OC)c1
  -16	-15%
- O=c1nc(Nc2ccc(OCc3ccccc3)cc2)sc2ncccc12
  /	?
- CCOC(=O)C(CC)Sc1ccc2nnc(CCNS(=O)(=O)c3ccccc3)n2n1 (stereo not drawn)
  3	-1%

# Single records (already shown).
# COc1ccc(-c2cc(C(=O)N3CCN(c4ccccc4O)CC3)c3ccccc3n2)cc1OC in the list: Lipid storage S3 cell count max: /; Lipid storage S3: ?
# COc1ccc(Oc2ccc(N/C=C/C(=O)C(C)(C)C)cc2)cc1 in the list: Lipid storage S3 cell count max: /; Lipid storage S3: ?
# Cc1ccc(S(=O)(=O)N(C)C)cc1NC(=O)c1ccc2ccccc2n1 in the list: Lipid storage S3 cell count max: 1; Lipid storage S3: 3%

# Further structures:
# Results follow in this order: Lipid storage S3 cell count max	Lipid storage S3
- COc1cc(OC)cc(C(=O)NNC(=O)CCOc2ccccc2OC)c1
  /	?
- Cc1cccc(NC(=S)NC23CN4CN(CN(C4)C2)C3)c1
  /	?
- CCSc1n[nH]c(=O)[nH]c1=O
  3	-4%
- COc1ccc(Cl)cc1N(CC(=O)NC(C(C)C)C(C)C)S(C)(=O)=O
  3	7%
- Cc1ccc2nc(-c3ccc4c(c3)OCCO4)cc(C(=O)O)c2c1
  /	?
- CCCCn1c(=O)nc2n(-c3ccc(C)cc3)c3ccccc3cc-2c1=O
  /	19%
- O=C(Cc1ccccc1)Nc1nc(=O)c2ccccc2s1
  -8	3%
- COC(=O)c1ccc(NC(=O)CCN2CCCCC2)cc1
  /	?
- COc1cccc(NC(=O)CN(C)C(C)C(=O)Nc2ccc(S(=O)(=O)N3CCOCC3)cc2)c1 (stereo not drawn)
  -6	-3%
- O=C(NCCCN1CCCC1)c1cc2c(Cl)nc3ccccc3c2s1
  -10	7%

# Results follow in this order: Lipid storage S3 cell count max	Lipid storage S3
- CC(Oc1cc2oc(=O)c3c(c2cc1Cl)CCCC3)C(=O)NCc1cccnc1 (stereo not drawn)
  10	12%
- COC(=O)C(C)n1cnc2c(nnn2Cc2ccc(Cl)cc2)c1=O (stereo not drawn)
  /	?
- NNc1nc(-c2ccccc2Cl)c2cc(Br)ccc2n1
  -18	9%
- Cc1ccc(S(=O)(=O)N2CCN(c3cnn(-c4ccccc4)c(=O)c3Cl)CC2)cc1
  /	?
- Nc1cc[n+](CC(=O)c2ccccc2)cc1
  24	-19%
